Screening results deposited in PubChem by NCI.
All columns: NCI-60 one-dose screen, growth in % after 48 h at 10 µM unless noted; 100 = growth as untreated, 0 = no growth, -100 = all killed.
HCC-2998: HCC-2998 colon cancer; hit rate 4.7% among 79,000
HCT-116: HCT-116 colon cancer | hit rate 7.3% among 82,000 | AID 1794798
SF-268: SF-268 CNS cancer cells; hit rate 3.1% among 82,000; AID 1794759
HCT-15: HCT-15 colon cancer | hit rate 5.2% among 82,000
HT29: HT29 colon cancer. hit rate 7.4% among 81,000
SNB-75: SNB-75 CNS cancer. hit rate 5% among 79,000. AID 1794750
KM12: KM12 colon cancer cells. hit rate 5% among 82,000. AID 1794800
SNB-19: SNB-19 CNS cancer cells | hit rate 2.5% among 81,000 | AID 1794751
SW-620: SW-620 colon cancer; hit rate 5.2% among 82,000
Starred values were filed as active, the others as inactive; / = not tested or not shown. Rule for the calls: active = growth percent below 10; inactive = the rest.

SMILES	HCC-2998	HCT-116	SF-268	HCT-15	HT29	SNB-75	KM12	SNB-19	SW-620
Cc1c(C2=NNC(c3ccc4c(c3)OCO4)C2)[n+]([O-])c2ccccc2[n+]1[O-] (stereo not drawn)	84	99	114	103	110	89	113	103	98
COc1ccc(Nc2[nH]n3c(=O)cc(C)nc3c2C(N)=O)c(OC)c1	108	98	98	102	92	/	101	96	93
Cc1ccc(-c2nc(SCc3nc4cc(Cl)c(Cl)cc4[nH]3)[nH]c(=O)c2C#N)cc1	110	93	92	104	96	87	97	106	109
C=CCN1C(=O)/C(=C\c2ccc(F)cc2)S/C1=N\NC(=O)C(CCSC)NC(=O)c1ccccc1 (stereo not drawn)	105	84	103	99	109	93	107	97	101
CCOC(=O)Nc1ccc2c(c1)C(=O)N(CC)c1ccccc1O2	18	9.5*	42	14	-3.2*	27	15	32	33
O=C(c1cccnc1)c1cc(-c2ccccn2)c(=O)n2ccccc12	113	89	107	109	106	87	108	110	106
BrCCOc1ccc(OCCBr)cc1	106	98	106	93	107	101	110	96	110
O=C1c2ccccc2C(=O)N1O	96	108	103	99	93	105	97	104	110
CC(=O)C1=C(C)NC(Cl)=NC1c1ccccc1 (stereo not drawn)	110	95	80	115	111	50	103	97	96
CC1CC(c2ccccc2)(c2ccccc2)CN1C (stereo not drawn)	99	111	99	104	87	93	101	97	94
Cc1ccc(C(=O)/C=C\C=C\c2ccccc2)cc1	99	100	/	105	109	103	111	102	120
Cc1nn(-c2ccccc2)c2c1C(c1cc3c(cc1Br)OCO3)C(C#N)=C(N)O2 (stereo not drawn)	112	99	96	109	117	84	106	98	100
O=C(CCc1nnc2n1N=C(Cl)CS2)c1nc2ccccc2[nH]1	124	105	93	110	101	86	105	105	106
S=c1nc2oc(-c3ccccc3)c(-c3ccccc3)c2c(/N=C\c2ccc(Cl)cc2)[nH]1	110	91	93	88	103	77	89	97	107
C=CC(=O)N1CCN(c2cccc(Oc3nccc(Nc4nnc(-c5ccc(OC)cc5)s4)n3)c2)CC1	121	101	89	95	109	77	83	80	78
O=C(Sc1ccccc1C(=S)S)c1ccccc1	110	104	101	103	102	102	99	104	101
C(=N\Nc1ncnc2sc3c(c12)CCNC3)/c1cccc2ccccc12	93	8.8*	98	19	17	62	82	79	2.9*
COc1cc2oc(-c3cccc(C(=O)Nc4ccc5c(c4)OCO5)c3)cc(=O)c2c(OC)c1OC	98	73	88	72	83	101	67	95	105
O=C(CI)Nc1ccc2[nH]c(=O)cc(C(=O)O)c2c1	100	69	106	111	102	90	99	105	111
Cc1c([N+](=O)[O-])cc(I)c(I)c1I	119	104	96	97	106	79	104	96	108
CC(=O)/C=C/C1C(C)=CCCC1(C)C (stereo not drawn)	/	103	104	98	107	94	106	100	/
CCSc1nc2ccccc2c(=O)n1CCc1ccc(S(N)(=O)=O)cc1	103	79	93	88	90	101	93	88	99
O=C(Nc1ccccc1)Nc1ccc(F)c(C(=O)c2c[nH]c3ncccc23)c1F	137	99	77	96	105	/	68	100	111
c1ccc(CSc2nnc(-c3cccs3)n2-c2ccccc2)cc1	116	91	97	94	96	89	100	92	98
COc1cc2nc(Cl)nc(Nc3ccc(S(=O)(=O)Nc4nccs4)cc3)c2cc1OC	73	95	109	96	117	87	112	102	105
NS(=O)(=O)c1ccc(-n2ncc3c(=O)[nH]c(CN4CCN(c5cc6c(cc5F)c(=O)c(C(=O)O)cn6C5CC5)CC4)nc32)cc1	94	100	92	90	101	/	102	95	99
Nc1nc(SCc2ccc(Cl)cc2)c2ncn(C3OC(CO)C(O)C3O)c2n1 (stereo not drawn)	101	92	102	105	107	102	104	99	98
COC(=O)c1cc([N+](=O)[O-])cc([N+](=O)[O-])c1Cl	106	-43*	/	-4.1*	-85*	90	105	104	32
Cc1ccc(C)n1Cc1ccc(Cl)cc1	102	105	104	95	107	98	107	108	107
O=C(Cn1cc(COc2ncnc3sc4c(c23)CCCC4)nn1)Nc1cccnc1	93	16	96	51	100	/	56	57	26
CC1(C)CC=C(NNC(=O)c2cccnc2)C(=O)C1	116	102	98	103	97	73	99	105	103
NC(=O)c1cc(I)ccc1NC(=O)/C=C/c1ccccc1Cl	23	14	37	18	8.1*	-14*	11	32	27
CCCCCCCCCCCCCCCCCCCCCCCCCC(=O)O	112	102	101	102	100	98	108	102	104
COc1ccc(/C=C2/C3=C([C@@H](c4ccc(OC)cc4OC)C(C#N)=C(N)O3)[C@H]3CCC2N3C)c(OC)c1	101	55	92	82	56	55	99	78	85
COc1ccc2nc(NC(=O)CN3CCn4c(nnc4C(F)(F)F)C3)sc2c1	103	99	94	93	98	/	79	91	95
C=C(C)[C@@H]1CC[C@]2(C)[C@H](CC=C3[C@@H]4CC(C)(C)CC[C@]4(C(=O)OC)CC[C@]32C)[C@@]1(C)CC/C(N)=N/O	-53*	18	68	19	24	101	61	68	68

Pulled by compound from above:
SMILES	HCC-2998	HCT-116	SF-268	HCT-15	HT29	SNB-75	KM12	SNB-19	SW-620
COc1ccc2nc(NC(=O)CN3CCn4c(nnc4C(F)(F)F)C3)sc2c1	103	99	94	93	98	/	79	91	95
NS(=O)(=O)c1ccc(-n2ncc3c(=O)[nH]c(CN4CCN(c5cc6c(cc5F)c(=O)c(C(=O)O)cn6C5CC5)CC4)nc32)cc1	94	100	92	90	101	/	102	95	99

Other structures follow:
SMILES	HCC-2998	HCT-116	SF-268	HCT-15	HT29	SNB-75	KM12	SNB-19	SW-620
COc1cc(OC)c(/C=C/c2ccncn2)c(OC)c1	98	100	99	101	95	95	101	141	105
NS(=O)(=O)c1ccc(-n2ncc(NC(=O)Nc3ccc(S(=O)(=O)Nc4nccs4)cc3)c2-c2ccccc2)cc1	107	93	101	104	100	66	108	103	99
COc1ccc2[nH]c(=O)c(C3C4=C(CC(C)(C)CC4=O)Nc4c3c(C)nn4-c3ccccc3)cc2c1 (stereo not drawn)	105	89	92	103	88	87	99	109	109
CN(CC(O)C(O)C(O)C(O)CO)c1oc(-c2ccccc2)nc1C#N (stereo not drawn)	96	105	95	106	96	101	98	104	99
COc1ccc(C(=O)/C=C/c2ccc(Cl)cc2)cc1S(=O)(=O)Nc1c(N)nc(SC)[nH]c1=O	91	11	45	66	31	33	13	8.2*	7.5*
COc1ccc(C2=NN(C(=O)c3ccc(S(N)(=O)=O)cc3)C(c3ccc(OC)c(OC)c3)C2)c(OC)c1 (stereo not drawn)	108	102	101	102	101	92	105	95	103
CCOC(=O)c1c(C)oc2ncnc(N3CCN(C(=O)Nc4cccc(C)c4)CC3)c12	113	100	95	93	100	50	96	91	104
Cc1ccc2ccc3ccc(C)nc3c2n1.Cc1ccc2ccc3ccc(C)nc3c2n1.Oc1c(Cl)cc(Cl)c2ccc(CN3CCCCC3)nc12.[Ru]	-90*	-92*	-55*	-81*	-62*	-71*	-74*	-86*	-40*
COc1ccc(/C(C)=C(\c2ccc(O)cc2)c2ccc(OCCN3CCCC3)cc2)cc1	106	87	93	79	60	94	98	93	94
O=C1NC(=Nc2ccc(S(=O)(=O)Nc3nccs3)cc2)S/C1=C\c1coc2ccccc2c1=O	99	104	123	104	98	56	113	98	100
CCOC(=O)c1cc(Cl)nc2ccc(OC)cc12	99	84	102	94	90	84	104	95	93
CC(=O)OC(C(=O)Nc1nncs1)c1ccccc1 (stereo not drawn)	98	98	112	103	98	91	97	106	104
O=C(O)c1ccc(C(S(=O)(=O)c2ccccc2)S(=O)(=O)c2ccccc2)cc1	112	110	99	102	90	92	97	94	104
CNS(=O)(=O)Oc1ccc(-c2ccc3occc3c2)cc1	97	95	102	93	99	106	99	101	102
C/C(=N\NC(=S)Nc1ccc(Cl)cc1)c1cc2ccccc2oc1=O	110	96	94	86	101	87	88	95	93
COc1ccc(/C=C(\C#N)n2nnc3cc(C(=O)Nc4ccccc4SC)ccc32)cc1	98	78	108	95	105	95	100	95	/
COc1ccc(C(c2cc(OC)c(OC)c(OC)c2)N2CCN(Cc3ccccc3)CC2)cc1 (stereo not drawn)	92	57	86	48	28	92	41	70	44
Cc1c(C(C)(C(=O)O)c2c(C)n(C)c3ccccc23)c2ccccc2n1C	117	104	110	116	99	90	97	/	108
O=C(N/N=C/c1ccc([N+](=O)[O-])o1)c1[nH]c2ccc(Br)cc2c1-c1ccccc1	2.1*	-8.7*	25	9.3*	9.2*	18	15	22	11
CCCCCCCCCCCCSSC(=S)OC(C)C	110	94	95	96	112	73	97	101	96
COc1ccc2nc(-c3ccc(Cl)cc3)cc(-c3nnc(SCC(=O)c4ccccc4)n3-c3ccccc3)c2c1	101	88	91	96	100	77	99	106	104
Cc1ccc2cnc(N)c(C#Cc3cncc(C(=O)NCCN4CCCCC4)c3)c2c1	125	100	86	95	97	84	28	102	112
Cc1cc(C)nc(/C=C(\NC(=O)c2ccccc2)c2ccccc2)c1	107	80	88	88	99	80	102	106	112
COc1ccc(OC)nn1	103	106	114	97	99	99	114	109	103
CCCCCC(/C=N\NC(=S)N/N=C/C(=C/c1ccccc1)CCCCC)=C\c1ccccc1	65	53	68	45	105	102	67	57	81
O=C1C=CC(=O)N1c1n[nH]c2nc3ccccc3cc12	106	107	102	102	116	100	102	99	99
COc1ccc(NC(=O)CSc2nc(C)c(C(C)=O)n2-c2ccc(OC)cc2)cc1	100	92	109	87	98	91	108	95	98
Cc1c(Cl)cccc1NC(=S)NC(=O)c1ccccc1	/	106	109	93	90	90	90	107	106
Cc1[nH]n(C(=O)c2ccncc2)c(=O)c1N=Nc1ccc(O)c(C(=O)O)c1	117	75	106	112	115	90	104	116	105
COc1ccc(/C=C/C(=O)c2cccc(OCCCOc3cccc(C(=O)/C=C/c4ccc(OC)cc4)c3)c2)cc1	84	71	82	46	72	93	92	76	83
CCOC(=O)c1cc(OCC)c2c(ccc3cc(OC)ccc32)n1	95	98	113	78	67	101	90	100	98
O=C(COc1ccc(NC(=O)Nc2ccc(Cl)c(Cl)c2)cc1)N=Nc1c(O)[nH]c2ccc([N+](=O)[O-])cc12	83	11	84	89	82	66	42	67	16
Cc1cc(C)c2c(c1)OCN(Cc1ccccc1Cl)C2	103	84	106	102	99	89	101	97	99
COc1cc(C(=O)OCCC(C)C)cc(OC)c1O	93	97	100	97	102	89	105	93	99
Cn1ncc2c(=O)[nH]c(N)nc21	/	105	108	/	103	85	118	104	110
CC(=O)Nc1nc(OC(C)=O)c(Cc2cc(Cl)ccc2Cl)s1	98	87	95	97	94	67	98	99	108
COC12C=C/C(=C(/C(=O)OCc3csc(SC)n3)C(=O)CCCCCCCCC3(OC)C=C/C(=C(/C(=O)OCc4cnc(SC)s4)C(=O)CCCCCCCC1)O3)O2 (stereo not drawn)	-62*	7.1*	45	77	28	98	18	47	28
N#Cc1c(N)nc(N)nc1Nc1ccc(Br)cc1	110	137	92	103	94	97	94	/	105
Cc1cc(C)nc(SCC(=O)Nc2ccc(S(N)(=O)=O)cc2)n1	109	111	125	104	118	127	107	94	116
COc1cc(-c2nc(SCCC(C)C)nc(N3CCNCC3)c2C#N)cc(OC)c1OC	112	103	103	106	109	116	105	101	114
COc1cc2c(cc1OC)C(c1cc(OC)c(OC)c(OC)c1)CC(=O)N2 (stereo not drawn)	110	109	107	107	105	108	103	116	110
CC(C)N1CN2C(=O)N(C)C3NC(=S)N(C1)C32 (stereo not drawn)	102	103	98	103	100	96	103	97	102
COc1cc(C2C(C#N)=C(N)N(c3ccc(OC(F)(F)F)cc3)C3=C2C(=O)CC(C)(C)C3)cc(Br)c1O (stereo not drawn)	97	99	97	98	109	94	100	99	101
COc1ccc(S(=O)(=O)NC(=O)NC2C(OC(C)=O)OC(COC(C)=O)C(OC(C)=O)C2OC(C)=O)cc1 (stereo not drawn)	105	105	98	102	108	100	103	104	105
Cc1ccc(-c2nn(-c3ccccc3)cc2/C=C/C(=O)O)cc1	110	81	88	95	103	88	96	87	90
CCOC(=O)C1=C(C)n2nc(CC#N)c(C#N)c2NC1c1cc(Br)ccc1O (stereo not drawn)	102	95	81	83	100	81	91	98	105

Filtered by structure: the entries above containing a cyano group (9)
SMILES	HCC-2998	HCT-116	SF-268	HCT-15	HT29	SNB-75	KM12	SNB-19	SW-620
Cc1ccc(-c2nc(SCc3nc4cc(Cl)c(Cl)cc4[nH]3)[nH]c(=O)c2C#N)cc1	110	93	92	104	96	87	97	106	109
Cc1nn(-c2ccccc2)c2c1C(c1cc3c(cc1Br)OCO3)C(C#N)=C(N)O2 (stereo not drawn)	112	99	96	109	117	84	106	98	100
COc1ccc(/C=C2/C3=C([C@@H](c4ccc(OC)cc4OC)C(C#N)=C(N)O3)[C@H]3CCC2N3C)c(OC)c1	101	55	92	82	56	55	99	78	85
CN(CC(O)C(O)C(O)C(O)CO)c1oc(-c2ccccc2)nc1C#N (stereo not drawn)	96	105	95	106	96	101	98	104	99
COc1ccc(/C=C(\C#N)n2nnc3cc(C(=O)Nc4ccccc4SC)ccc32)cc1	98	78	108	95	105	95	100	95	/
N#Cc1c(N)nc(N)nc1Nc1ccc(Br)cc1	110	137	92	103	94	97	94	/	105
COc1cc(-c2nc(SCCC(C)C)nc(N3CCNCC3)c2C#N)cc(OC)c1OC	112	103	103	106	109	116	105	101	114
COc1cc(C2C(C#N)=C(N)N(c3ccc(OC(F)(F)F)cc3)C3=C2C(=O)CC(C)(C)C3)cc(Br)c1O (stereo not drawn)	97	99	97	98	109	94	100	99	101
CCOC(=O)C1=C(C)n2nc(CC#N)c(C#N)c2NC1c1cc(Br)ccc1O (stereo not drawn)	102	95	81	83	100	81	91	98	105
